mcGAS RapidFire = inhibitors of mouse cGAS; Q8C6L5; recombinant mouse cGAS, cGAMP by RapidFire MS; inhibition, % at 12.5 µM; 130,000 tested, 0.18% active; AID 1259397;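 active = inhibition of cGAS enzyme activity at or above 60%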;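 also: enzyme stimulated by 45 bp dsDNA with ATP and GTP substrates; cGAMP share of summed cGAMP plus half ATP and half GTP signals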
Target sequence (Q8C6L5 whole entry, looked up): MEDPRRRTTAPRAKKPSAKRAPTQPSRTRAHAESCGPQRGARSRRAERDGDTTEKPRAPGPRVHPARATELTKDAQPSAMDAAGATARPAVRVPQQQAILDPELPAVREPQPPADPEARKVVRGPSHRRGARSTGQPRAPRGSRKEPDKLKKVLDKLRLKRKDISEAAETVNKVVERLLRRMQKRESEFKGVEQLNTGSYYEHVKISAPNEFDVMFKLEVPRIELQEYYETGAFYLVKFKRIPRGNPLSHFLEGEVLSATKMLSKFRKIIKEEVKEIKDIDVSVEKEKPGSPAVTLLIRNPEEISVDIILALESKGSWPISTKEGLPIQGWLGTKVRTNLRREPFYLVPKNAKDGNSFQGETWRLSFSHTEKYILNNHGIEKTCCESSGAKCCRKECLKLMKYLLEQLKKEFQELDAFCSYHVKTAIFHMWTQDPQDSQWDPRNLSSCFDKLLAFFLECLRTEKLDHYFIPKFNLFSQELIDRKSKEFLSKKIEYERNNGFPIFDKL
The depositor's hits bear a star; & = joins results of further samples.

mol	mcGAS RapidFire
CCNC(=O)CNC(=O)c1cc(Br)c[nH]1	-2
CSCC(=O)N1CCC(Oc2cccc(C(=O)NCc3cccnc3)c2)CC1	-7
N#CC(=Cc1c(F)cccc1F)S(=O)(=O)c1ccc(Br)cc1	-3
CN1CCCc2cc(C(CNC(=O)C(C)(C)C)N3CCOCC3)ccc21 (centres undefined)	-8
Cc1ccc2c(C(=O)N(C)C3CCN(C)C3)cc(-c3cnn(C)c3)nc2c1C (centres undefined)	5
CCCn1cnnc1CN(C)Cc1nc[nH]c1C	-21
COc1ccc(NC(=O)CCC2CCCN(Cc3cnc(N(C)C)s3)C2)cc1Cl (centres undefined)	-7
O=C(COC(=O)C(Cc1ccccc1)N1C(=O)c2cccc([N+](=O)[O-])c2C1=O)c1ccccc1 (centres undefined)	-11
COC(=O)C1CCN(C(=O)c2cn(C)c3c(=O)n(-c4ccc(Cl)cc4)c(=O)[nH]c23)CC1	-30
Cc1cc(Cl)ccc1NC(=O)NC1CCN(Cc2ccncc2)CC1	2
Cc1csc(NC(=O)NCC2CCCC(CNC(=O)Nc3nc(C)cs3)C2)n1 (centres undefined)	-10
COc1ccccc1C(C)NC(=O)c1ccc(N2CCOCC2)nc1 (centres undefined)	-9
CCC(NC(=O)c1cc(-c2ccccc2O)n[nH]1)c1cc(C)ccn1 (centres undefined)	-8
Cn1cc(OCc2ccccc2)c(=O)cc1C(=O)Nc1ccccc1C(N)=O	-5
Cc1ccsc1[C@@H]1CCN(C(=O)c2cnn(Cc3ccccc3)c2)C[C@H]1O	4
COc1ccc(S(=O)(=O)N(C(=O)c2ccncc2)c2ccc(OC(=O)c3ccncc3)cc2)cc1	-4
O=C(c1ccccc1S(=O)(=O)c1ccccc1[N+](=O)[O-])n1nnc2ccccc21	29
COc1ccc(C(C2CC2)N2C(=O)C(C)NC2=S)cc1 (centres undefined)	-21
COc1ccc(CN2CCNC(=O)C2CC(=O)N(C)Cc2cnccn2)cc1C (centres undefined)	-3
O=S(=O)(Nc1cnc(Br)cn1)c1cccc(Cl)c1	-12
Cc1oc2nc(CN(C)Cc3ccccc3Cl)nc(N)c2c1C	-1
CN1CCN(C(=O)c2nc3ccc(Cl)cc3[nH]2)CC1	1
Cc1nc2n(n1)C(=O)C(C(c1ccc([N+](=O)[O-])cc1)N1CCN(C)CC1)S2 (centres undefined)	-9
CCN(CC)c1ncnc2c1sc1nc3c(cc12)COC(C)(C)C3	-9
O=C(NCC(CO)Cc1cc(F)ccc1F)c1nc(Cl)ccc1Cl (centres undefined)	-8
CCC(C)C(=O)Nc1ccc2[nH]nc(C(=O)OC)c2c1 (centres undefined)	-10
COc1ccc2c(c1OC)C(=O)N(c1ccc(Cl)c(Cl)c1)C2=O	-8
O=C1OC(c2cc(Cl)ccc2Cl)=N/C1=C\C=C\c1ccccc1	2
Cc1nc(-c2ccc(NC(=O)Cn3ccccc3=O)cc2)co1	3
COC(=O)c1coc(CN2CCCC2c2nc3ccccc3s2)n1 (centres undefined)	-20
COc1ccccc1N1CCN(C(=O)c2ccc(N(C)C)cc2)CC1	-5
C#CCN(Cc1cccnc1)C(=O)NC1CCCN(c2ccc(C#N)cc2F)C1 (centres undefined)	-3
CCN(C(=O)c1nccnc1N)C(C)c1cccc(C(F)(F)F)c1 (centres undefined)	3&15
COc1ccc(Cl)cc1NS(=O)(=O)N(C)C	-6
COCCN1C(=O)c2ccccc2[C@H](C(=O)N2CCc3ccccc3C2)[C@@H]1c1cccnc1	4
C=CCNc1ncnc2ccccc12	-14
Cc1ccccc1-n1ncc2c(C(C)C)nn(CC(=O)N3CCCc4ccccc43)c(=O)c21	-3
CCOC(=O)C1(C)CCCCN1C(=O)c1ccccc1OC (centres undefined)	-2
O=S(=O)(Nc1nc2c(ccc3ccccc32)s1)c1ccc(Cl)s1	3
CC1(C)CC(N2CCN(c3cc(-n4cccn4)ncn3)CC2)CC(C)(C)N1	4
NS(=O)(=O)c1cc([N+](=O)[O-])ccc1NC1CC1	-4
CC(Oc1ccc(F)cc1)C(=O)Nc1cc(S(C)(=O)=O)ccc1F (centres undefined)	-5
Cc1cc(=O)n2c(n1)SCC2CC(=O)N1CCCCC1 (centres undefined)	-7
COc1cccc(CNC(=O)CCC2CCCN(C(=O)CN3CCCC3=O)C2)c1 (centres undefined)	8
CCc1cccc(CC)c1-n1c(CNC(=O)c2ccco2)nnc1SCC(=O)N1CCc2ccccc21	-8
CCc1ccc(CN(C)CC2CCCN(CCc3ccc(OC)cc3)C2)o1 (centres undefined)	-3
CCSc1oc(-c2ccco2)nc1S(=O)(=O)c1ccc(F)cc1	5
COc1ccccc1-n1cc(C(=O)NCCc2cnc[nH]2)cn1	-10
O=C(CCN1C(=O)C2CC=CCC2C1=O)Nc1nc2c(s1)CCCC2 (centres undefined)	-15
COCCNc1nc(N)c([N+](=O)[O-])c(Nc2cccc(C)c2)n1	-6
CCc1ccc(-c2c(-c3ccccc3)ncn2C(C)c2cnn(C)c2)nc1 (centres undefined)	-12
CC(C)=C1C2C=CC1C1C(=O)N(c3ccc(Br)cc3[N+](=O)[O-])C(=O)C21 (centres undefined)	-3
CCc1noc(C)c1C(=O)NCc1cccnc1N1CCCCCCC1	-7
Cc1sc2nc(CN3CCCCC3)nc(Oc3cccnc3)c2c1C	-8
O=C(NCC1OCCN1S(=O)(=O)c1ccccc1)C(F)(F)F (centres undefined)	-6
CC(NC(=O)CCC(=O)N1CCOCC1)c1ccc(OC(F)(F)F)cc1 (centres undefined)	-4
NC(=O)C1(N2CCN(C(=O)c3ccc(Cl)cc3)CC2)CCCCC1	-3
O=C(Nc1c2c(nn1-c1ccccc1)CCC2)C1CCCO1 (centres undefined)	-11
CC(c1ccco1)N(C(=O)Nc1cnn(-c2ncccn2)c1)C1CC1 (centres undefined)	1
Cc1ccc(C2CC(c3ccc(Br)cc3)n3nnnc3N2)cc1C (centres undefined)	-5

A second format for five compounds above.
| mcGAS RapidFire | Compound |
| --- | --- |
| -12 | CCc1ccc(-c2c(-c3ccccc3)ncn2C(C)c2cnn(C)c2)nc1 (centres undefined) |
| -15 | O=C(CCN1C(=O)C2CC=CCC2C1=O)Nc1nc2c(s1)CCCC2 (centres undefined) |
| -4 | CC(NC(=O)CCC(=O)N1CCOCC1)c1ccc(OC(F)(F)F)cc1 (centres undefined) |
| -5 | Cc1ccc(C2CC(c3ccc(Br)cc3)n3nnnc3N2)cc1C (centres undefined) |
| -6 | COCCNc1nc(N)c([N+](=O)[O-])c(Nc2cccc(C)c2)n1 |

Next compounds.
mol	mcGAS RapidFire
CC(C)CCn1c(=O)c2c(nc3n2CCCN3Cc2ccccc2)n(C)c1=O	-4
CCOc1ccsc1C(=O)N1CCC2(CC1)Nc1ccccc1C(=O)N2Cc1ccccc1	-5
CCCCc1nc2cc(C(=O)N3CCC(Oc4ccccc4F)CC3)ccc2o1	7
Cc1cc(C)c(N2C(=O)CC3(CCN=N3)C2=O)c(C)c1 (centres undefined)	-3
O=C1CCC(C(=O)N2CCC(Cn3cccn3)CC2)CN1Cc1cccc(C(F)(F)F)c1 (centres undefined)	-8
CCC(CC)C1C2=C(CC(C)(C)CC2=O)OC(=N)C1C#N (centres undefined)	-3
CCOc1ccc(NC(=O)CSc2nc3[nH]ncc3c(=O)[nH]2)cc1	-6
CN(Cc1cnn(C)c1)C(=O)C1CCCN(C(N)=O)C1 (centres undefined)	-17
CC(=O)ONc1ccc(C(C)(C)C)cc1Br	-7
Cc1ccccc1-n1ncc(C(C)NC(=O)c2cccc(N3CCNC3=O)c2)c1C (centres undefined)	1
O=C(CSc1ncccn1)NCC1Cc2cc(-c3cncnc3)ccc2O1 (centres undefined)	-11
CN(Cc1ccccc1)C1(CNC(=O)c2ccc[n+]([O-])c2)Cc2ccccc2C1	1
Cc1sc(NC(=O)Cn2nc([N+](=O)[O-])c(Br)c2C)c(C(N)=O)c1C	-1
O=C(O)c1cccc(COc2ccc(F)cc2Br)c1	-3
COCCNS(=O)(=O)c1ccc2[nH]c(=O)[nH]c2c1	-12
Cn1nc2c3c(cccc3c1=O)-c1ccccc1-2	3
O=C(NCc1ccc(F)cc1)NNC(=O)c1cccn(Cc2cccc(F)c2)c1=O	-4
O=C(CSc1nnc(-c2ccco2)o1)NC1CC1	-8
CCc1ccc(S(=O)(=O)NCCn2nc(-c3cccnc3)ccc2=O)cc1	-2
O=C1C(Nc2cccc(C(F)(F)F)c2)=C(N2CCOCC2)C(=O)c2ccccc21	-1
COc1cccc(OCCN2CCN(c3ncnc4c3CCNC4)CC2)c1	-3
Cc1cccc(NC(=O)CCC2CCN(CC3CC=CCC3)CC2)c1 (centres undefined)	-2
O=C(NCCn1nc(-c2cccnc2)ccc1=O)Nc1ccc(OC(F)(F)F)cc1	-5
O=c1cc(-c2ccccc2O)oc2cc(O)ccc12	-3

Looked up by structure from above (three):
mol	mcGAS RapidFire
CCc1ccc(S(=O)(=O)NCCn2nc(-c3cccnc3)ccc2=O)cc1	-2
Cc1sc(NC(=O)Cn2nc([N+](=O)[O-])c(Br)c2C)c(C(N)=O)c1C	-1
O=C(NCc1ccc(F)cc1)NNC(=O)c1cccn(Cc2cccc(F)c2)c1=O	-4

Next section.
mol	mcGAS RapidFire
CCC1CN(C(=O)c2ccc(CO)o2)CCC(=O)N1Cc1ccccc1 (centres undefined)	-11
CC(Oc1ccc(F)cc1)C(=O)Nc1ccc(N2CCCC2=O)cc1 (centres undefined)	-11
Cc1cc(C)n(CC(C)CNC(=O)N2CC3CC4CC(C3)CC2C4)n1 (centres undefined)	-12
CN(Cc1ccsc1)C(=O)C1(c2ccc(F)cc2)CCOCC1	-5
COC(=O)Cn1c(CN2CC(C)OC(C)C2)nc2c1c(=O)n(C)c(=O)n2C (centres undefined)	-1
CN1CCC(CN(CCc2ccccc2)Cc2ccccc2F)CC1	-3
CCN1CC2=C(OC(=N)C(C#N)C2c2ccc(OC)cc2)/C(=C\c2ccc(OC)cc2)C1 (centres undefined)	-9
COCc1c(C(=O)Nc2ccc(NC(C)=O)cc2)oc2ccccc12	-1
OC(CN1CCN(c2ccc(F)cc2)CC1)c1ccc(Cl)cc1 (centres undefined)	-6
CC(Oc1cc(Cl)cc(Cl)c1)C(=O)NCCOCC(N)=O (centres undefined)	-2
CN(C)S(=O)(=O)c1cccc2c(S(=O)(=O)N(C)C)cccc12	-10
O=C(CSc1nnc(-c2ccccc2)n1-c1ccccc1)N/N=C\c1ccccn1	-10
CCCCc1ncc(CN2CCN(c3ncnc4ccccc34)CC2)[nH]1	-18
CCOc1ccc(N(Cc2nnc3n2CCCCC3)C(=O)Nc2cccc(OC)c2)cc1	-10
S=C(NC1CC2CCC1C2)N1CCN(Cc2ccc3c(c2)OCO3)CC1 (centres undefined)	-7
O=C(CSc1nc(=O)n2cc(Cl)ccc2n1)Nc1ccccc1	-3
CCN(Cc1nccn1C)C(=O)c1ccc(OCC2(C)CCCNC2)nc1 (centres undefined)	-8
COCCC1(C(=O)O)CCN(c2cc(C(C)C)nc(C(F)(F)F)n2)CC1	-18
O=C1NCC(=O)N2CCN(Cc3ccc4c(c3)OC(F)(F)O4)CC12 (centres undefined)	-4
COc1ccccc1/C=C1/SC(=S)N(CN2CCOCC2)C1=O	29
CCC(C)N(C(=O)c1c(F)c(F)c(F)c(F)c1F)C(C)CC (centres undefined)	-18
O=C(COc1cccc(F)c1)Nc1cccc(S(=O)(=O)NC2CC2)c1	-2
COc1ccc(Br)c(Cn2c(C)c(C(=O)NC3CCCC3)sc2=O)c1	4
CCOC(=O)Nc1cccc(NC(=O)NC2CCCC2C)c1C (centres undefined)	-3
COc1cccc2c(C)cc(N3CCC(CC4CC4)(C(=O)O)CC3)nc12	1
Cc1c2c(=O)n(-c3nc4ccccc4s3)[nH]c2cc(=O)n1CCc1ccccc1	-24
NC(=O)c1cncc(N2Cc3cnn(Cc4ccc(F)cc4)c3C2)n1	-14
CN(Cc1ccccc1)c1c([N+](=O)[O-])ncn1C	-7
COC(=O)C1=C(C)NC(C)=C(C(=O)O[C@@H]2CCCN(Cc3ccccc3)C2)[C@@H]1c1cccc([N+](=O)[O-])c1	18
CN1CCN([C@@H]2CCN(c3ncnc4c3CCC4)C[C@H]2O)CC1	-16
CC1Cc2cc(S(N)(=O)=O)ccc2N1C(=O)COC(=O)c1ccc(Cl)cc1 (centres undefined)	-37
CCCCc1nnc(NC(=O)c2ccc(-n3nc(C)cc3C)nc2)s1	-11
C1CCCC(=NN=C2CCCCCCC2)CCC1	-33
COC(=O)CCCCCNC(=O)C1CCN(S(=O)(=O)c2ccccc2)CC1	-7
Cc1c(C)n2c3c(=O)n(CCCO)c(=O)n(C)c3nc2n1-c1cccc(Cl)c1	0
CCOc1cc(C)ccc1NC(=O)CN1Cc2ccccc2C1	-8&-8
Cc1nc(C)c(-c2ccc(-n3cccn3)cc2)s1	-10
Cc1ccc(-c2noc(CN3CCN(c4ccc(F)cc4)CC3)n2)cc1	-10
CCC1CCCCN1C(=O)Cn1nc([N+](=O)[O-])c(Cl)c1C (centres undefined)	2
Cc1ncc(C23CC4CC(CC(C4)C2)C3)s1	-7
CCC(C)n1nc(C)cc1NC(=O)Cn1nc(-c2cccnc2)c2ccccc21 (centres undefined)	0

Three successive records already listed, quoted:
mol	mcGAS RapidFire
CCC1CCCCN1C(=O)Cn1nc([N+](=O)[O-])c(Cl)c1C (centres undefined)	2
Cc1ncc(C23CC4CC(CC(C4)C2)C3)s1	-7
CCC(C)n1nc(C)cc1NC(=O)Cn1nc(-c2cccnc2)c2ccccc21 (centres undefined)	0

Source: PubChem BioAssay

Not all compounds are listed. The share of hits here may be higher or lower than overall.
